# pCIP destab – compounds decreasing mouse p/CIP protein stability; F442A p/CIP-EGFP cells, EGFP fluorescence, 16 h; decrease of EGFP signal, % at 10 µM; 290,000 tested, 0.01% active;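 active = EGFP signal decrease of at least 30% at 10 µM or well 3 SD below plate mean, unless failing retest; inactive = the rest, including hits failing retest or dose response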; also: some compounds called inactive have numbers as strong as hits; many of its hits are not listed in these tables
# IDE cell activ – activators of human insulin-degrading enzyme in cells; 340,000 tested, 0.073% active; HEK cells, FAbeta-B cleavage, fluorescence polarization; 0% vehicle, 100% cell-free pure enzyme wells; activation, % at 5.96 µM; P14735; AID 493087;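 active = activation above the mean of all tested compounds plus 3 SD, set per screening campaign, cut at about 17% in these data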
# IDE inh – inhibitors of human insulin-degrading enzyme in cells; HEK cells, FAbetaB cleavage, fluorescence polarization; inhibition, % at 5.59 µM; 320,000 tested, 0.41% active; P14735;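 active = percent inhibition above the average of all tested compounds plus 3 SD, set per screening campaign, cut at about 16% in these data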;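 also: IDE supplied by intact live HEK cells; FP after avidin binding of uncleaved biotin substrate so inhibition keeps polarization high; 0% = DMSO wells and 100% = 60 µM reference IDE inhibitor Ii1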
# M18AAP inhibitor – PfM18AAP enzyme inhibition | inhibition, % at 7.35 µM | AID 1822 | recombinant PfM18AAP, H-Glu-NHMec fluorogenic cleavage | 290,000 tested, 1.2% active;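 active = inhibition above the campaign mean inhibition over all tested compounds plus 3 SD, cut at about 28% in these data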;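 also: 0% = plate median of test compound wells and 100% = 2 mM ZnCl2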
# NALP1 inh – blocks the NALP1 inflammasome reconstituted in yeast; S. cerevisiae NALP1/ASC/caspase-1 growth, X-gal OD620, 72 h; inhibition, % at 10 µM; 280,000 tested, 0.61% active; AID 2071; in the data active = inhibition mostly above about 24%, no sharp cut-off; inactive = mostly below about 32%; also: some compounds called inactive have numbers as strong as hits
# IMP-1 inh – blocks Pseudomonas aeruginosa IMP-1 metallo-beta-lactamase | inhibition, % at 5.6 µM | 290,000 tested, 0.45% active | purified IMP-1, nitrocefin hydrolysis, epi-absorbance fluorescence | AID 1556;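 active = inhibition above the mean plus 3 SD of all compounds in the same screening run, cut at about 4.5% in these data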;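 also: 0% = IMP-1 with DMSO and 100% = DMSO wells lacking enzyme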
#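 System: Purified recombinant IMP-1 metallo-beta-lactamase enzyme | Measured by: Fluorescence quenching readout, ex 480/em 530 nm | Replication: Singlicate | Incubation: 15 min preincubation plus 25 min reaction at 25 °C | Evaluation: Percent inhibition from optical density relative to buffer-blank wells | Benchmarks: DMSO with and without IMP-1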
# PHOSPHO1 block – inhibitors of human PHOSPHO1 phosphatase; inhibition, % at 13.3 µM; Q8TCT1; recombinant PHOSPHO1, absorbance phosphatase assay; 290,000 tested, 1.1% active; in the data active = inhibition above about 60%
# Target sequence (Q8TCT1 whole entry, looked up): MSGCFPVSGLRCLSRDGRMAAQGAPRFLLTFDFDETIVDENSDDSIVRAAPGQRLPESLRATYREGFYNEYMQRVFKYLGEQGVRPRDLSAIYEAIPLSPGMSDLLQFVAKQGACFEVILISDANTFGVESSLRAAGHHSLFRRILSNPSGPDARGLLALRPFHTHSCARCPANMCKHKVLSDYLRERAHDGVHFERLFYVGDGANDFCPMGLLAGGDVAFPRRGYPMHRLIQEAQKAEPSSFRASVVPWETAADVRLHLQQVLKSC
# VIM-2 inh – inhibitors of Pseudomonas aeruginosa VIM-2 metallo-beta-lactamase | purified VIM-2, nitrocefin hydrolysis, epi-absorbance fluorescence | 290,000 tested, 0.89% active | inhibition, % at 5.6 µM;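 active = inhibition above the mean of all tested compounds plus 3 SD, cutoff set per screening run, cut at about 7.5% in these data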;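 also: red hydrolysis product quenches plate fluorescence so inhibitors raise well fluorescence; 0% = enzyme with DMSO and 100% = DMSO without enzyme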
# GPR7 antag – antagonists of human GPR7 (neuropeptides B/W receptor 1) | GPR7-expressing cells, fluorescence antagonist assay | P48145 | inhibition, % at 4.4 µM | 290,000 tested, 1.1% active; in the data active = inhibition above about 16%, passing the limit was not always enough;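 also: cells stimulated with the agonist NPW; 0% = agonist with vehicle and 100% = vehicle without agonist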
# Target sequence (P48145 whole entry, looked up): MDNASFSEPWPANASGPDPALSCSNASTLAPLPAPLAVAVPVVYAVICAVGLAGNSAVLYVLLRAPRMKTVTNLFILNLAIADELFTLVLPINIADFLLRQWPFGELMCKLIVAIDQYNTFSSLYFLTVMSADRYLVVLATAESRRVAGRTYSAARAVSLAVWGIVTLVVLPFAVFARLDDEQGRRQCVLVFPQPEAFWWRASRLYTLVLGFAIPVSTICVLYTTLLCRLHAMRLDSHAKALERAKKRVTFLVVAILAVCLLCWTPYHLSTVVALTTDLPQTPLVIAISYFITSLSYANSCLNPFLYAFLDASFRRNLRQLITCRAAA
# Numbers without * were called inactive; / = no result given. Compounds were not picked by outcome (roughly 5.3% active in at least one column).
pCIP destab	IDE cell activ	IDE inh	M18AAP inhibitor	NALP1 inh	SMILES	IMP-1 inh	PHOSPHO1 block	VIM-2 inh	GPR7 antag
-4	-1	1	-1	1	O=C(O)C1C2CCC(O2)C1C(=O)NCc1ccccc1Br (configuration not stated)	-1.7	-16	-2.6	-3
/	-3	-2	-12	/	CC1CCCC(N2CCN(C(=O)c3ccc(F)cc3)CC2)C1 (configuration not stated)	-0.9	/	-1.8	-6
-6	-2	3	-8	2	CC(C)(C)C(=O)NC1(C(F)(F)F)NC(=O)N(CCc2ccccc2)C1=O (configuration not stated)	-3.7	27	-2.5	-2
6	1	1	1	7	COc1cccc(CN(C(=O)COc2ccc(C)cc2)C2CCS(=O)(=O)C2)c1 (configuration not stated)	-3.7	33	-2.7	-10
11	4	3	3	16	COc1cc(/C=C2/NC(=O)N(CC(=O)Nc3cccc(C)c3)C2=O)ccc1OCC(N)=O	-1.6	35	-1.9	-20
-16	7	2	1	30	COc1ccccc1C1CC(=O)Nc2c1c(=O)n(C)c(=O)n2C (configuration not stated)	-2.9	6	-1.5	-7
-3	2	-3	-3	4	Cn1c(=O)c2nc(NCc3ccccc3)cnc2n(C)c1=O	-1.3	-4	-0.5	-1
15	0	-2	-7	11	O=[N+]([O-])c1ccc(O)c(/C=N/Nc2ccccc2Cl)c1	-1.7	-24	-0.2	-10
0	-3	0	-22	9	O=C(Cc1nc2ccccc2[nH]1)c1ccc(Br)cc1	-4.4	-43	-3.5	-19
9	-4	-11	-9	3	Cc1cc(C)n(-c2ncc3c(n2)N(CCO)CCOC3=O)n1	-2.2	37	5.0	-6
-2	2	1	20	0	COc1ccc(OC)c(C2C(C(=O)c3ccc(C)o3)=C(O)C(=O)N2CCN2CCOCC2)c1 (configuration not stated)	-1.4	40	-1.9	-5
5	7	-2	6	26	Cc1ccc(C)c(S(=O)(=O)N2CCCOC2CNC(=O)C(=O)NCCN2CCOCC2)c1 (configuration not stated)	-0.7	37	-2.1	12
4	-4	3	-11	19	CC(=O)Nc1nc(COc2ccc3ccccc3c2)cs1	-1.5	18	1.7	4
-3	2	6	-3	32	CCC(=O)N1CCc2cc(S(=O)(=O)CCC(=O)N3CCN(c4ccccc4F)CC3)ccc21	-1.1	15	-1.6	-2
2	18*	2	1	-4	CCOC(=O)c1c(CSC(=N)N)n(-c2ccc(C)cc2)c2cc(Br)c(OC(C)=O)cc12	-1.2	24	0.8	1
-2	-1	-4	-1	6	CC(C)(CO)Nc1nc(N2CCCC2)nc(N2CCCC2)n1	-2.2	-4	0.3	-10
-18	1	-2	5	34	CCC1(CC)Cc2ccccc2C(C2=C(O)CC(C)(C)CC2=O)=N1	-0.9	6	-3.0	-5
9	-1	-2	-8	9	CCOC(=O)CC(=O)c1cc(OC)c(OC)c(OC)c1	-3.2	4	-2.7	-4
-12	7	-2	-10	25	CCc1ccc(-c2cc(C)no2)cc1S(=O)(=O)Nc1cc(C)ccn1	-2.2	17	0.4	-14
-11	6	8	1	2	CC(C)CCN(C(=S)Nc1cccc(F)c1)C1CCN(C(C)C)CC1	-0.8	-16	-1.8	-5
-9	-3	8	3	-3	CNC(=O)COC(=O)/C=C/c1cccc(F)c1	-1.9	16	-2.3	-7
-7	3	1	-2	6	COC(=O)CNc1nc(Cl)nc(Nc2ccc(Cl)cc2)n1	-2.0	42	-3.7	1
-9	1	7	0	-8	CC(C)c1nnc(NC(=O)CCC(=O)Nc2ccc3cn[nH]c3c2)s1	-4.0	19	-2.5	-18
-7	1	5	15	8	Cc1cc(C(F)(F)F)nn1Cc1n[nH]c(=S)n1-c1cccc(Cl)c1	-3.0	84*	-3.6	8
0	6	8	-1	10	CCOc1ccc(/C=C2\SC(=S)N(CCC(=O)Nc3ccc(C(=O)O)cc3)C2=O)cc1	-4.3	39	-2.6	-19
12	2	0	0	-47	COc1cccc(CNC2CCCCCCC2)c1OC	-1.7	/	-2.4	-1
3	-6	3	7	9	O=C(CN1CCOCC1)N/N=C/c1ccc(-c2ccc(Br)cc2)o1	-3.3	-23	-3.8	-1
-4	7	4	-12	33	O=C(c1ccc(S(=O)(=O)N2CCCCC2)cc1)N1CCN(c2ccccc2F)CC1	-0.7	6	-2.9	2
-11	5	4	3	-4	O=C(OCC(=O)N1CCOCC1)c1ccc2c(c1)OCCO2	-2.7	13	-2.1	-1
-4	3	0	/	/	COC(=O)c1cccc(C23CC4(C2)[C@H](CN(Cc2cccnc2)[C@@H]4c2ccccc2)C3c2ccccc2)c1 (some centres not stated)	/	26	/	/

# More structures:
pCIP destab	IDE cell activ	IDE inh	M18AAP inhibitor	NALP1 inh	SMILES	IMP-1 inh	PHOSPHO1 block	VIM-2 inh	GPR7 antag
0	2	-3	6	8	CCOc1ccc(-n2c(SCC(=O)Nc3ccc(OC)cc3)nc3c(c2=O)SCC3)cc1	-0.3	-13	-3.8	-9
-3	-1	-3	-8	21	O=C(Cn1ncc2c(=O)oc3ccccc3c21)NCCN1CCN(c2ccccc2F)CC1	-0.2	-3	0.4	15
-24	4	1	2	24	CN(Cc1ccccc1)S(=O)(=O)c1nnc(NC(=O)c2ccc(F)cc2)s1	-1.6	2	0.3	9
8	2	-3	5	24	CC(=O)C1=C(c2ccccc2)OC(N)=C(C#N)C1c1ccccc1F (configuration not stated)	-1.8	-3	-1.0	-2
-2	4	-1	1	25	CSc1ccc(C(=O)C2CCCN(C(=O)c3cc(C)n(C)n3)C2)cc1 (configuration not stated)	-0.3	40	-4.4	3
11	4	-5	-1	-7	CCC(C)NC(=O)CN1C(=O)C(CC)Sc2ccccc21 (configuration not stated)	-1.3	-12	-1.9	-19
-1	2	0	-7	14	C=CCNC(=O)CN(c1ccc(F)c(Cl)c1)S(C)(=O)=O	-1.2	9	-1.5	-14
-2	-3	3	3	26	COC(=O)C1C(=O)c2c([nH]c(C(=O)OC3CCCCCC3)c2C)CC1C (configuration not stated)	-3.6	-14	-3.1	-4
4	5	/	-1	0	OC(CN1CCN(Cc2ccc3c(c2)OCO3)CC1)c1c[nH]c2ccccc12 (configuration not stated)	-0.6	12	-1.1	4
-11	-1	-1	6	9	COc1ccccc1N1CCN(C(c2cc3cc(C)ccc3[nH]c2=O)c2nnnn2C2CCCC2)CC1 (configuration not stated)	-4.3	29	-4.0	-2
-4	2	-1	5	7	O=C(NCc1ccco1)c1ccccc1F	-4.3	35	-4.7	-1
-8	-1	0	-19	9	O=[N+]([O-])c1cc([N+](=O)[O-])c(Oc2c(Cl)cccc2Cl)cc1NN1CCCCC1	4.8*	10	1.5	-1
-6	6	1	2	21	Cc1ccc(S(=O)(=O)N(CC(=O)N=Nc2c(O)[nH]c3ccccc23)c2ccc(C)c(C)c2)cc1	-0.3	9	-0.2	-8
-1	-5	0	-4	6	COc1ccc(N2CCN(C(=O)c3cccn4c(=O)c5ccccc5nc34)CC2)cc1	-1.4	-17	-2.2	-8
-7	5	-3	1	-2	CC(C)NC(=O)C1CCN(C2CCN(Cc3nc(C(C)C)cs3)CC2)CC1	-4.2	20	-0.5	-11
4	-3	5	7	16	COCCNC(=O)c1ccc(CSc2nc3ccccc3s2)cc1	0.7	38	1.0	31*
7	3	-1	2	14	CCC1CCCCN1CCCNC(=O)c1ccc2c(c1)NC(=O)CS2 (configuration not stated)	-1.6	41	-4.1	2
4	3	-4	0	-60	CCN(CC)CCCNC(=O)CSc1nc2c(c(C(F)(F)F)n1)CCc1ccccc1-2	-4.0	24	3.1	5
4	/	1	11	-1	COC(=O)c1ccc(CSc2ccc3nnc(-c4ccc(OC)cc4)n3n2)o1	-0.5	-8	-0.5	-10
-5	-6	1	-3	14	Brc1ccc2nc(N3CCCC3)sc2c1	1.3	-24	5.5	1
-7	-1	-1	-5	36	C=CCC(=O)OCCCCCCOc1ccc(C(=O)O)cc1	-0.8	33	0.4	0
-21	-4	10	-6	14	COCCn1nnnc1C(c1cc2ccc(OC)cc2[nH]c1=O)N1CCN(C2CCCCC2)CC1 (configuration not stated)	1.0	-5	0.9	0
-6	8	3	-1	/	CSc1nnnn1-c1c(C)cccc1C	1.1	27	-2.6	-8
-9	5	0	3	8	CCN(CC)S(=O)(=O)c1cccc(C(=O)N[C@H](C(=O)OCC(N)=O)C(C)C)c1	-1.1	14	-3.7	6
-2	-2	0	1	-7	O=C(Nc1cccnc1)c1sc(Nc2ccccc2F)nc1-c1ccccc1	-1.3	-22	-2.1	-13
-3	-5	4	11	23	COc1ccc(NC(=O)CSc2nc(O)cc(=O)n2C)cc1	-1.8	13	-1.9	-1
-15	0	-3	23	/	COc1ccc([N+](=O)[O-])cc1NCc1ccco1	-2.6	38	-0.5	-8
-13	0	/	8	-6	COc1cc(/C=N/NC(=O)c2ccc3c(c2)OCO3)ccc1O	-3.5	43	-2.6	-13
-13	9	3	5	1	Cn1cccc1CC(=O)N/N=C/c1cccc([N+](=O)[O-])c1	-5.2	-9	-5.8	-6
-4	3	-1	-2	3	CC1(C)CC2CC(C)(CN2C(=O)Cc2ccccc2)C1 (configuration not stated)	-1.2	-4	-0.2	-13

# The list continues.
pCIP destab	IDE cell activ	IDE inh	M18AAP inhibitor	NALP1 inh	SMILES	IMP-1 inh	PHOSPHO1 block	VIM-2 inh	GPR7 antag
-11	6	-6	5	33	Fc1ccccc1Nc1nc(-c2ccncc2)nc2ccccc12	0.1	-18	-0.8	-6
-12	1	-4	-5	14	O=C(NNC(=S)NC(=O)c1ccccc1[N+](=O)[O-])c1ccc(Cl)cc1Cl	-1.3	-78	-1.5	-3
6	-6	-3	9	28	O=C(NNc1c(Cl)cc(Cl)cc1Cl)c1cccc([N+](=O)[O-])c1	-0.9	4	-2.6	-11
4	4	2	-13	-3	Cc1ccc(N=CC2=C(O)CC(C)(C)CC2=O)nc1	-1.9	8	-2.0	-9
0	-1	2	17	34	CCOC(=O)c1sc(/N=C/c2c(O)ccc3ccccc23)cc1C	1.4	-2	-2.4	0
-6	-3	8	-10	11	COC(CNC(=O)c1ccc(N2CCCC2=O)cc1)OC	-4.0	-21	0.1	-12
-4	3	-3	/	-7	CC1=CC(C/C(C)=C/COc2ccc3ccc(=O)oc3c2)OC1=O (configuration not stated)	/	27	/	/
-9	2	4	0	5	CC1CCC(NC(=O)C2CCN(c3nc4ccccc4s3)CC2)CC1 (configuration not stated)	-2.2	37	-2.3	-10
-9	4	-1	5	-2	COC(=O)CSc1nnc(CNc2ccc(Cl)cc2)n1Cc1ccccc1	-2.3	50	-1.2	5
-9	5	-5	-35	21	Cc1ccc(C(=O)Nc2cnc3ccccn3c2=O)cc1	-1.8	-15	-5.4	5
-11	-1	4	1	4	Cc1cc(C)c(S(=O)(=O)c2ccc(F)cc2C)c(=O)[nH]1	-2.3	30	-2.1	-22

# Part of the list above in order of length of the SMILES, highest first:
pCIP destab	IDE cell activ	IDE inh	M18AAP inhibitor	NALP1 inh	SMILES	IMP-1 inh	PHOSPHO1 block	VIM-2 inh	GPR7 antag
-12	1	-4	-5	14	O=C(NNC(=S)NC(=O)c1ccccc1[N+](=O)[O-])c1ccc(Cl)cc1Cl	-1.3	-78	-1.5	-3
-4	3	-3	/	-7	CC1=CC(C/C(C)=C/COc2ccc3ccc(=O)oc3c2)OC1=O (configuration not stated)	/	27	/	/
-9	4	-1	5	-2	COC(=O)CSc1nnc(CNc2ccc(Cl)cc2)n1Cc1ccccc1	-2.3	50	-1.2	5
-9	2	4	0	5	CC1CCC(NC(=O)C2CCN(c3nc4ccccc4s3)CC2)CC1 (configuration not stated)	-2.2	37	-2.3	-10
-9	5	-5	-35	21	Cc1ccc(C(=O)Nc2cnc3ccccn3c2=O)cc1	-1.8	-15	-5.4	5
